Assay outcomes: PubChem BioAssay, National Center for Advancing Translational Sciences (NCATS)
Abeta rescue: compounds reversing amyloid beta toxicity in yeast | yeast expressing A-beta42, growth rescue, OD600, 48 h; response scale: 0% DMSO, 100% iron-clioquinol control | actives 0.063% (n = 410,000) | Potency, µM (top dose mostly 46.1 µM), for the others: at the top dose growth rescue, usual class: activators | AID 1347071; also: potency is read from the fitted curve at half-maximal effect; nearly all actives have a fitted effect of over 55% in size
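Yeast A-beta toxicity model in growth medium with pinned compounds, 48 h at 30 C; growth read as absorbance at 600 nm. Normalized to FeCl3/clioquinol equimolar mix (positive) and DMSO (negative).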
EPAC1 ag: EPAC1 (human) agonism | O95398 | EPAC1 agonist qHTS, biochemical assay; response scale: 100% = response to 6.5 mM cAMP | Potency, µM (highest dose often 154 µM), for inactives: top-dose activation, usual class: activators | actives 0.073% (n = 360,000) | AID 720707; also: potency is read from the fitted curve at half-maximal effect; nearly all actives have a fitted effect of over 60% in size
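Nucleotide exchange assay: 100 nM EPAC1 with 250 nM Rap1B loaded with BODIPY-GDP and 50 uM GDP, room temperature. Fluorescence (480/540 nm) read every 5 min for 30 min; signal change normalized to 6.5 mM cAMP as full agonist.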
FUS suppressor: rescues growth of FUS-expressing yeast | S. cerevisiae FUS-expressing, growth rescue, OD600, 24 h | actives 0.24% (n = 390,000) | Potency, µM (doses to about 76.6 µM), without a hit: at the highest dose growth rescue (activation), actives largely listed as activators;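 also: potency is read from the fitted curve at half-maximal effect; plate controls were DMSO vehicle for no effect and reference control for full effect; nearly all actives have a fitted effect of over 55% in size; some results filed as inactive show a strong effect at the top dose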
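S. cerevisiae expressing FUS from galactose induction served as the toxicity model. Growth after 24hr at 30C, read as absorbance at 600 nm, indicates suppression of toxicity; compounds dosed at several concentrations.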
EPAC1 antag: antagonists of human EPAC1; actives 0.14% (n = 360,000); Potency, µM (series often up to 115 µM), for inactives: top-dose activity change, negative = inhibition, most hits filed as inhibitors; EPAC1 GEF assay, Rap1b-BODIPY-GDP exchange fluorescence;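 also: potency is read from the fitted curve at half-maximal effect; plate controls were vehicle for no effect and positive control for full effect; nearly all actives have a fitted effect of over 50% in size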
WRN inhibitor: WRN helicase (human) inhibition. Potency, µM (titrated, usually from 114 µM), for inactives: at the highest dose activity change, negative = inhibition, hits mostly inhibitors. WRN helicase unwinding, fluorescent forked duplex, kinetic. actives 0.46% (n = 360,000); also: potency is read from the fitted curve at half-maximal effect; % is scaled to controls: 0 for no effect and ±100 for the full control effect; nearly all actives have a fitted effect of over 55% in size
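Kinetic fluorescence helicase assay: unwinding of a quenched forked DNA duplex (100 nM final) with 2 mM ATP final raises red fluorescence (525/598 nm). Compounds sat 15 min at room temperature with 20 nM WRN beforehand.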
IL2 activator: activators of IL-2; IL-2 activation reporter assay, cell-based qHTS; stimulated with anti-CD3/CD4/CD28 beads; in transgenic mouse T cells; activation, % (series mostly up to about 46 µM); actives 0.065% (n = 360,000); AID 652025; in the data active = activation above about 50%; inconclusive = mostly about 30% to 49%; also: 0% is about no effect
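Using fluorescent plate cytometry, EGFP and DsRed are detected in transgenic mouse T cells stimulated 18 h at 37 degrees C with antibody-coated beads after 60 min compound pretreatment.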
PLK1 PBD inh: blocks phosphopeptide binding to human PLK1 polo-box domain | Potency, µM, for inactives: max response, negative = inhibition, hits mostly inhibitors | Plk1 PBD binding of FITC phosphopeptide, fluorescence polarization | actives 2.8% (n = 360,000) | AID 720504; also: potency is read from the fitted curve at half-maximal effect; series mostly up to about 57 µM; % is scaled to controls: 0 for no effect and ±100 for the full control effect; nearly all actives have a fitted effect of over 65% in size
Target sequence (P53350 whole entry, looked up, the tested form may be a part): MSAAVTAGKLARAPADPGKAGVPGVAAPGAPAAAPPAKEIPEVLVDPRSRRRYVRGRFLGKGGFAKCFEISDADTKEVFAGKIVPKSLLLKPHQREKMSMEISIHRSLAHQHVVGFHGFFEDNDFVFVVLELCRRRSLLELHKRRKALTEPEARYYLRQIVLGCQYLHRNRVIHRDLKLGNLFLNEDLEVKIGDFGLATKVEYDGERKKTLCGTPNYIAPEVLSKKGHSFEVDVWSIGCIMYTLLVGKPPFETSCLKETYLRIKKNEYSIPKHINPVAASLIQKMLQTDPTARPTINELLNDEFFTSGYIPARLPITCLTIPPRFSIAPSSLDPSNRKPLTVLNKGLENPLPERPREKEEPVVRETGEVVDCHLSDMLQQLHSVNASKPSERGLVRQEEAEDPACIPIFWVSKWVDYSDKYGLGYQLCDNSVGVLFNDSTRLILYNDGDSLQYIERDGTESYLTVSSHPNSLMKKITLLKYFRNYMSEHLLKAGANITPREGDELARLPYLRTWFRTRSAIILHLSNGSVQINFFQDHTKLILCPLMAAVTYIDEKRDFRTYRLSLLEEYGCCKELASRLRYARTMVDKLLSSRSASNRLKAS
PI5P4Ka inh: inhibitors of human PI5P4K alpha; max response, %; P48426; AID 652105; actives 1.2% (n = 330,000); PI5P4Kalpha enzyme, ADP-Glo luminescence, 60 min; active compounds read low; active = max response of -50% or lower; inconclusive = between -30% and -50%; inactive = -30% or higher; also: value at the top dose of about 77 µM; % is scaled to controls: 0 for no effect and ±100 for the full control effect
Target sequence (P48426 whole entry, looked up): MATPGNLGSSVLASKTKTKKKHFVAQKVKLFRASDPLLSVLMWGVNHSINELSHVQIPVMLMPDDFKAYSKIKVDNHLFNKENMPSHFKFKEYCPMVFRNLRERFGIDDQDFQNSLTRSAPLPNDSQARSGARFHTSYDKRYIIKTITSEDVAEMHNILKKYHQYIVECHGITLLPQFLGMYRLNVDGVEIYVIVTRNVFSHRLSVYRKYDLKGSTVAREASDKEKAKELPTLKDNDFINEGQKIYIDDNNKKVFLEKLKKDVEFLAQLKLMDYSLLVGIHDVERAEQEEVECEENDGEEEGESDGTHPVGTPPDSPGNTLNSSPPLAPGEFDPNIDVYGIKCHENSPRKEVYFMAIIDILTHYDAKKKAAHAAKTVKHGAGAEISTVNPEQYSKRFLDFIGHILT
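Single end-point luminescence (ADP-Glo) quantified ADP from PI5P4Kalpha turnover; ATP 5 microM final, 1 h at RT, 0.1% CHAPS and 0.28 mM EGTA in HEPES pH 7.4.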
* hit, by the source's call; ? = inconclusive; . = no result given; [ ] = dose if it differs, or a comment. Unless noted, calls follow the shape of the dose curve; as a rule, active = well fitted curve in the direction sought with a large enough effect; inconclusive = small, poorly fitted or top-dose-only effect, or another doubt; inactive = no such curve, though single readings can be large; an effect the other way counts as inactive or inconclusive.

The line under a structure holds: Abeta rescue, EPAC1 ag, FUS suppressor, EPAC1 antag, WRN inhibitor, IL2 activator, PLK1 PBD inh, PI5P4Ka inh
> CCOc1ccc(NS(=O)(=O)N(C)C)cc1
  20%, 2%, 4%, 10%, 5%, 3.5, -4%, -3
> Cc1ccc(-c2nsc(SCC(=O)NCc3ccc4c(c3)OCO4)n2)cc1
  17%, -11%, -7%, 2%, 2%, -3.2, -3%, 1
> CCN(CC)c1ccc(C(=O)NNC(=O)CCl)cc1
  0%, 10%, 23%, -23%, -11%[57.1 µM], -0.9, -15%, -8
> O=C(NCC(c1ccco1)N1CCCC1)c1ccc(Cl)c(S(=O)(=O)N2CCc3ccccc32)c1 (centres undefined)
  2%, 9%, ., -7%, -7%, -2.5, -3%, 1
> CCOc1cc2c(cc1/C=C1/NC(=O)N(CC(=O)OC)C1=O)OCO2
  -20%, 4%, 10%, -6%, 0%, 0.8, -1%, -10
> Cc1cccc(C)c1-n1nnnc1SCSc1nnnn1-c1c(C)cccc1C
  0%, 6%, -18%, 1%, -2%, -0.2, -9%, .
> CCOc1ccc(NC(=O)N(C2CCCCC2)C(C)c2ccncc2)cc1 (centres undefined)
  0%, 22%, -13%, 14%, -3%, 1.0, -5%, -1
> O=C(O)CC(NS(=O)(=O)c1cccc2nsnc12)c1ccc(F)cc1 (centres undefined)
  13%, -5%, -13%, -10%, 2%, 0.3, 2%, -3
> CS(=O)(=O)N1CCc2cc(C(=O)N3CCCCC3)ccc21
  -4%[9.22 µM], -12%, -44%, 1%, -10%, -3.5, 0%, -8
> CC1=NCCN1CCNC(=O)Nc1ccc(F)cc1
  -4%, 6%, 3%, -5%, 4%, 0.0, 3%, 1
> Cc1ccc(N2CC(=O)N(c3ccc(C)cc3)CC2=O)cc1
  -13%, 7%, 22%, -6%, 1%, 3.9, -3%, 2
> Clc1ncc(CSc2ccccc2)s1
  10%, -5%, 1%, -9%, -14%, -1.9, ?, 2
> CCOc1cc(CNCCc2ccc(S(N)(=O)=O)cc2)ccc1OCc1ccc(Cl)cc1
  5%, 0%, 9%, -7%, -29%, -0.3, -6%, -15
> Cc1ccc(-n2c(C)cc(C(=O)CSc3nnnn3C)c2C)cc1
  2%, 7%, 30%, 0%, 1%, -2.8, -6%, .
> O=C1CC(NCCc2ccccc2)C(=O)N1CCc1ccccc1 (centres undefined)
  2%, 0%, 14%, 2%, -6%, -2.6, 3%, -1
> CC(C)[C@H](NC(=O)[C@@H]1CSC2c3ccccc3C(=O)N21)C(=O)NCC1CCCO1 (some centres undefined)
  -5%, 8%, 13%, 10%, 7%, -2.7, -12%, -3
> CN(CC(=O)Nc1c(Cl)cccc1Cl)C(=O)Cc1cccs1
  -8%, 2%, 2%, -2%, -10%, 1.7, -3%, ?
> O=C(COC(=O)CNC(=O)c1ccc(Cl)c([N+](=O)[O-])c1)NC(=O)c1ccccc1
  5%, 8%, 11%, -19%, -2%, -0.3, 1%, -2
> O=C(C1CCN(C2CCN(C/C=C/c3ccccc3)CC2)CC1)N1CCOCC1
  -6%, 3%, 9%, -9%, -27%[57.1 µM], -1.8, -5%, 8
> O=[N+]([O-])c1ccc(Sc2n[nH]c(-c3ccc(Cl)cc3Cl)n2)nc1
  2%, -1%, 18%, 1%, -20%, -0.6, -8%, 1
> CC(=O)c1ccccc1N(C(=O)Cn1nnc2ccccc21)C(C(=O)NCC1CCCO1)c1ccc(N2CCOCC2)cc1 (centres undefined)
  -2%, 8%, 4%, -14%, 3%, -2.2, -7%, 0
> Cc1c([N+](=O)[O-])cc(S(=O)(=O)Nc2ccncc2)cc1[N+](=O)[O-]
  -1%, 8%, 0%, -2%, -6%, 0.1, -17%, -12
> COc1ccc(S(=O)(=O)N(C)Cc2cccs2)cc1Br
  11%, 6%, 17%, -3%, -11%, -1.1, -8%, 8
> O=C(N/N=C/c1cc2c(cc1[N+](=O)[O-])OCO2)c1ccccn1
  -8%, -1%, 24%, 5%, -5%[57.1 µM], 3.3, -6%, .
> Cc1cc(C)c(C(N)=O)c(Nc2cccc(Cl)c2C)n1
  4%, 10%, -8%, 2%, -2%, 0.1, -5%, .
> O=C(CSc1nnc(-c2ccc(O)cc2)o1)N1CCOCC1
  9%, -7%, 2%, 10%, 4%, -1.5, -5%, -5
> COc1cccc(N2CCN(C(=O)CN(C)S(=O)(=O)c3ccc4c(c3)CCC(=O)N4)CC2)c1
  -3%, -17%, 25%, -16%, 1%, -1.7, 5%, -2
> CC(C)(C)c1ccc(O)c(/C=N\O)c1
  1%, 0%, -2%, -1%, -5%, -0.9, -1%, 8
> O=C(NNC(=S)NC(=O)c1ccccc1[N+](=O)[O-])c1ccccc1
  16%, 15%, 6%, 0%, -4%, -0.4, -3%, 3
> O=C(O)C1CCCCC1C(=O)NCc1ccc2c(c1)OCO2 (centres undefined)
  -7%, -3%, 8%, -3%, 4%, 2.6, 1%, 1
> Cc1ccccc1N(C(=O)Cc1cccs1)C(C(=O)NC1CCCCC1)c1cn(C)nc1C (centres undefined)
  6%, 0%, ., -6%, 2%, 0.2, 0%, -1
> COc1ccc(CCNC(=O)CN2C(=O)NC3(CCCCC3C)C2=O)cc1 (centres undefined)
  -6%, -2%, -6%, 6%, 8%, -0.1, 5%, -3
> CC(Nc1ccc(F)cc1F)C(=O)NC(=O)NC1CCCCC1 (centres undefined)
  -2%, 2%, 1%, -7%, 8%[57.1 µM], 0.0, -14%, 14
> CC1(C)Cc2c(sc3nc(SCC(=O)O)[nH]c(=O)c23)CO1
  -5%, 6%, 16%, ?, 3%, 1.2, -9%, .
> CC(=O)c1cccc(NC(=O)CN2C(=S)NC(C)(C)CC2C)c1 (centres undefined)
  -12%, 2%, -16%, -8%, -5%, 1.0, 2%, -12
> c1ccc2c(NC3C4CC5CC(C4)CC3C5)nc(N3CCOCC3)nc2c1 (centres undefined)
  -10%, 25%, 27%, -14%, -11%, -0.3, -4%, 2
> CCOC(=O)[C@]12CCCC=C1N(Cc1ccc(Cl)cc1Cl)C(=O)[C@H](CC(=O)NCc1ccc(OC)c(OC)c1)C2
  -1%, -5%, ?, -21%, -7%, -0.4, 2%, 20
> COc1ccc(NC(=O)c2ccc[n+]([O-])c2)cc1
  -7%, 19%, -18%, -11%, -1%, 1.0, -5%, 3
> CC(C)(C)C1CCC(OCC(O)CN2CCCC2)CC1 (centres undefined)
  5%, 1%, -6%, 13%, -1%, 0.8, -5%, -2
> Cc1oc(-c2ccc(Cl)cc2)nc1CS(=O)CC(=O)NCCCN1CCOCC1 (centres undefined)
  -1%, -18%, -14%, -23%, 6%, 0.5, -5%, 1
> CCCS(=O)(=O)N1CCN=C1SCc1cccc2ccccc12
  4%, 11%, -19%, -13%, 2%, -0.1, -7%, 3
> CC1CCCC(C)N1CCOc1cc(N)ccc1C#N (centres undefined)
  3%, 0%, 11%, -17%, 9%, -0.5, -14%, 3
> CC(C)(C)c1ccc(NC(=O)COC(=O)CCc2nc3ccccc3c(=O)[nH]2)cc1
  -2%, -34%[inhibitor], 32%, -10%, -21%, 1.0, -9%, -4
> [C-]#[N+][C@H](O[C@@H]1O[C@H](CO)[C@@H](O)[C@H](O)[C@H]1O)c1ccccc1
  -17%, -21%, -14%, 3%, -2%, 0.2, 1%, 4
> CCc1ccc(NC(=O)c2sccc2-n2cccc2)cc1
  -32%[inhibitor], 12%, 22%, -7%, -12%, 1.7, -8%, -1
> CCCCn1c2ccc(F)cc2c2nnc(SCCN3CCOCC3)nc21
  -16%, -10%, 5%, -2%, 3%, -2.2, ?, -14
> CCN(CC)c1ccc(C(=O)N/N=C(\C)c2cccnc2)cc1
  -10%, -1%, 34%, 0%, 3%, -0.2, -4%, -1
> NC(=O)COC(=O)c1cccc(S(=O)(=O)N2CCCCC2)c1
  7%, 12%, -3%, -10%, 12%[57.1 µM], -0.4, -7%, -1
> CC(C)(C)C(=O)CNCC(=O)C(C)(C)C
  -2%, 2%, -11%, 3%, -2%, -1.7, 0%, 7
> Cc1occc1C(=O)NC1CCCc2ccccc21 (centres undefined)
  -27%, -6%, 13%, 0%, -2%, -1.1, -2%, .
> COC(=O)c1scc(C)c1N1C(=O)c2ccccc2C1=O
  -15%, 6%, 1%, 5%, 0%, -0.2, -6%, 3
> CCOc1ccc(N(CC(=O)NCCSCc2ccccc2)S(C)(=O)=O)cc1
  0%, 7%, 15%, -4%, 0%, -0.8, -8%, -1
> Cc1cccc(C(=O)Nc2oc(-c3ccccc3)cc2C#N)c1
  3%, 5%, -7%, -5%, -4%, 0.5, -3%, 5
> Cn1nc(C(F)(F)F)c(-c2ccccc2)c1NC(=O)c1nccnc1C(=O)O
  -13%, -6%, -11%, 3%, 1%, 0.0, 0%, 0
> CNC(=O)CSc1nccn1Cc1ccc(Cl)cc1
  13%, 7%, -2%, -20%, -10%, 0.3, -6%, -4
> CC(C(=O)c1ccc(-c2ccccc2)cc1)[n+]1ccccc1 (centres undefined)
  -6%, -6%, -2%, 2%, -1%, -2.5, -4%, -4
> N#Cc1nc(-c2ccc(F)cc2)oc1NCCN1CCOCC1
  -13%, -4%, -29%, -10%, -6%, 3.4, 1%, 3
> O=C(Nc1nccs1)c1ccc(F)c(S(=O)(=O)N2CCOCC2)c1
  -1%, 17%, 2%, -5%, -16%, 0.0, -3%, 0
> COCCNC(=O)c1cc2c(=O)n(C)c3ccccc3c2n1C
  1%, -1%, -13%, -5%, 7%, 0.8, -3%, 1

Reprinted at random: 2 records from the list.
The line under a structure holds: Abeta rescue, EPAC1 ag, FUS suppressor, EPAC1 antag, WRN inhibitor, IL2 activator, PLK1 PBD inh, PI5P4Ka inh
> CCCS(=O)(=O)N1CCN=C1SCc1cccc2ccccc12
  4%, 11%, -19%, -13%, 2%, -0.1, -7%, 3
> COC(=O)c1scc(C)c1N1C(=O)c2ccccc2C1=O
  -15%, 6%, 1%, 5%, 0%, -0.2, -6%, 3

Rows are unselected, and some 4.1% of all compounds hit somewhere here.
